Screens: PubChem BioAssay, several laboratories
NPY2 pot ag – human NPY-Y2 potentiation or agonism, primary screen. cells expressing NPY-Y2, potentiator/agonist read-out. activation, % at 3.6 µM. 220,000 tested, 0.45% active; in the data active means activation above about 27%;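 further: cells stimulated with NPY near EC25 plus isoproterenol at EC100; 0% = vehicle plus submaximal agonist and 100% = vehicle plus saturating agonist; some results beyond the cut were filed as inactive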
EP2 mod – modulates human prostaglandin E2 receptor EP2 signaling; 260,000 tested, 0.83% active; EP2-expressing cells, cAMP HTRF FRET, PGE2 co-stimulation; induction, % at 25 µM;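 active means compounds whose cAMP rise, as percent of the full-agonist control response, exceeds 60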;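 further: rat C6 glioma line stably carrying human EP2 under a CMV promoter; the protocol text gives 20 µM as final concentration; 100% = response of wells given 1 µM PGE2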
Target sequence (P43116 whole entry, looked up): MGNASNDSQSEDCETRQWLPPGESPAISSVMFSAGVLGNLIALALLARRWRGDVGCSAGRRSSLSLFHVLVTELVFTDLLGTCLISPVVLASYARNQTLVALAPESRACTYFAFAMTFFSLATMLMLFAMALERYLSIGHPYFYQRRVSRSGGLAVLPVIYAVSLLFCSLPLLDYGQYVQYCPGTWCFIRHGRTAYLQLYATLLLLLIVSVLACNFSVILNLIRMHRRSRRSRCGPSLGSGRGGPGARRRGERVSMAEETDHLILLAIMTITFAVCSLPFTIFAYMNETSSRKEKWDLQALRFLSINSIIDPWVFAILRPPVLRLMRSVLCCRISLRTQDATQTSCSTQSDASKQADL
NPY-Y1 PAM-ag – potentiators or agonists of human neuropeptide Y receptor Y1; P25929; NPY-Y1 expressing cells, potentiator/agonist activation; activation, % at 3.6 µM; 220,000 tested, 0.37% active; AID 1304; in the data active means activation above about 33%, passing the limit was not always enough;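 further: cells stimulated with NPY at EC10 then isoproterenol at EC100; 0% = low agonist plus stimulus and 100% = saturating agonist plus stimulus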
S1P4 antagonist – antagonists of human S1P4 receptor; O95977; S1P4-expressing cells, antagonist mode, reporter read-out; inhibition, % at 4.98 µM; 220,000 tested, 0.26% active; AID 1510; in the data active means inhibition above about 29%;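 further: 0% = wells stimulated with agonist and 100% = vehicle wells without agonist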
NPY-Y1 antag – NPY-Y1 (human) receptor antagonism; P25929; HEK293-CNG Y1 cells, membrane potential fluorescence; NPY at EC95, then isoproterenol; inhibition, % at 3.6 µM; 200,000 tested, 1% active; AID 1040;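 active means inhibition above the campaign mean inhibition of all tested compounds plus 3 SD, cut at about 20% in these data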;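 further: 0% = DMSO wells given NPY plus isoproterenol and 100% = isoproterenol alone without NPY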
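Material: HEK293 cells co-expressing NPY Y1 receptor and cyclic-nucleotide gated channel. Timing: compound incubation 1 h at room temperature, readout 45 min post-stimulation. Signal: fluorescence, membrane potential probe.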
TRPN1 ag – zebrafish TRPN1 (NompC) channel agonism; HEK293 zebrafish TRPN1-YFP, Fluo-8 calcium fluorescence; 100% = response to 87 µM carbachol; activation, % at 3 µM; 220,000 tested, 0.18% active;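 active means activation above its plate's cutoff, the mean activation of test wells on that plate plus 3 SD, cut at about 19% in these data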;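 further: 0% = DMSO alone and 100% = 87 µM carbachol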
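Material – zebrafish TRPN1-YFP in HEK293 cells · Doses – 3 µM single point · Schedule – dye 1 h 37 °C plus 30 min RT · Signal – Fluo-8 calcium fluorescence, excitation 470-495 nm, emission 515-575 nm · Read-out – % activation versus carbachol response · Control set – carbachol high, DMSO low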
CHOP inh – CHOP inhibition in unfolded protein response; CHO-K1 CHOP-promoter luciferase, tunicamycin-induced, 15-18 h; 220,000 tested, 3.8% active; inhibition, % at 10 µM;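 active means compounds that reduced the stress-induced luciferase reporter signal by more than about 70% of percent inhibition, limit read from the data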;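 further: 0% = tunicamycin plus vehicle and 100% = wells without tunicamycin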
S1P4 agonist – agonists of human S1P4 receptor; AID 1509; S1P4-expressing cell line, agonist reporter assay; 220,000 tested, 0.35% active; activation, % at 4.98 µM; O95977; in the data active means activation above about 11%;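 further: 0% = DMSO vehicle and 100% = reference agonist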
TRPML3 agonist – human mucolipin-3 channel agonism; Q8TDD5; HEK293 TRPML3-YFP, Fluo-8 calcium fluorescence; 100% = the carbachol control signal; activation, % at 3 µM; 220,000 tested, 0.29% active; AID 1448;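 active means activation above its plate's cutoff, the mean activation of the plate's test wells plus 3 SD, cut at about 12% in these data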;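 further: 0% = DMSO only wells and 100% = carbachol wells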
Target sequence (Q8TDD5 whole entry, looked up): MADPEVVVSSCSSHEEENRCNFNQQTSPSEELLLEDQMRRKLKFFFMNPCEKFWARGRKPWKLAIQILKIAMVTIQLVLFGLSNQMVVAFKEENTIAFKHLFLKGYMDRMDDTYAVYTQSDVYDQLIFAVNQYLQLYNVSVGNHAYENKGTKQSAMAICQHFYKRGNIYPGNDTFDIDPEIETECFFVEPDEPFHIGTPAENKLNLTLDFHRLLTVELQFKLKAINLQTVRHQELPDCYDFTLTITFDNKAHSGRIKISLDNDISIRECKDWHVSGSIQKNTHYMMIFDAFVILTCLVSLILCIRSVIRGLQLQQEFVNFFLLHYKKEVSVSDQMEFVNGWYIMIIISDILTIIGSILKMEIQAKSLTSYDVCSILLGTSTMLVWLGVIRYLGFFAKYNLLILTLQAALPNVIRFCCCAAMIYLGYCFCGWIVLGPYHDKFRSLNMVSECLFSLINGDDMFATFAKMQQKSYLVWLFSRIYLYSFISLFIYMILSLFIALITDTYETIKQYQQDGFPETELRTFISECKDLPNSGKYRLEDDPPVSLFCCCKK
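Material: TRPML3-YFP stable HEK293 cells | Dosing: One concentration, 3 µM nominal, 0.3% DMSO | Timing: 125 s total fluorescence read per well | Technique: Fluo-8 calcium dye fluorescence, ex 470-495, em 515-575 nm | Measure: Percent activation from peak-to-basal fluorescence ratio, scaled between DMSO and carbachol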
* hit, by the source's call; / = not tested or not shown; & = joins results of further samples. No enrichment for hits. About 6.5% of those tested had a hit in this group.

SMILES	NPY2 pot ag	EP2 mod	NPY-Y1 PAM-ag	S1P4 antagonist	NPY-Y1 antag	TRPN1 ag	CHOP inh	S1P4 agonist	TRPML3 agonist
CC(C)(C)SCCNC(=O)Nc1ccccc1	-2	-6	3	3	1	-0.4	19	-0.3	0.1
Cc1cc(CC(C)C)n(-c2nc3ccccc3c(=O)n2OCc2ccccc2)n1	-21	38	-25	-4	13	1.1	74*	-1.0	-0.6
COC(=O)NC(NS(=O)(=O)c1ccccc1)(C(=O)OC)C(F)(F)F (stereo not given)	-21	12	1	13	/	1.6	-4	-0.8	-0.3
NC(=O)c1ccc(-n2nnnc2SCC(=O)Nc2ccc(N3CCOCC3)c(Cl)c2)cc1	-9	-13	3	-19	0	0.8	3	-2.1	1.0
O=C(CSc1ncnc2sc(-c3ccccc3)cc12)NC1CCS(=O)(=O)C1 (stereo not given)	7	-57	8	-6	-1	1.3	5	-0.4	1.0
O=C(Nc1ccccc1N1CCOCC1)c1cnccn1	0	2	4	-10	4	0.4	-10	-0.1	1.2
COCCNC(=O)CN(C(=O)Cn1nnc2ccccc21)c1cccc(C)c1C	8	-36&29	4	2	-3	0.6	18	1.3	0.2
COc1ccc(CCNC(=O)CCCOc2ccc(C)cc2)cc1OC	11	-30	-6	-31	-1	2.6	5	0.3	0.3
CCn1c(=O)c(C(C)=O)c(O)c2ccccc21	-20	12	-12	-18	5	-0.7	19	-1.6	0.0
Cc1nc2cc(NC(=O)N3CC4(C)CC3CC(C)(C)C4)ccc2n1C (stereo not given)	7	-4	-29	-7	-3	-0.4	-8	1.2	0.5
CC(C)c1ccccc1OCC(=O)NC1CCCc2ccccc21 (stereo not given)	-2	49	-48	-9	4	-3.5	75*	1.2	-0.6
Cc1ccc(NP(=O)(Nc2ccc(C)cc2)Nc2ccc(C)cc2)cc1	13	-32	6	-14	2	-0.7	43	-0.3	-0.4
CN(C)CCOc1ccc(C(C)(C)c2ccccc2)cc1	-2	6	9	-6	1	3.1	-8	-0.3	1.2
Cc1cc(C)c2cc(CNC3CCCC3)c(Cl)nc2c1	9	-16	12	-13	2	2.5	33	0.3	1.1
O=C(Nc1cc(S(=O)(=O)N2CCOCC2)ccc1N1CCCCC1)c1cc(-c2ccccn2)nc2ccccc12	13	-22	26	-6	5	0.1	-54	2.4	0.6
COc1ccc(-n2c(=O)c3c4c(sc3n(CC(=O)NCc3ccco3)c2=O)CCC4)c(OC)c1	11	26	8	-13	-5	0.6	22	1.1	-0.2
C1CCCCCC(=NNc2nn[nH]n2)CCCCC1	2	32	8	-6	/	-0.2	6	-1.6	0.3
CCn1c(/C=C/c2c(C)n(CC)c3ccccc23)nc2ccccc2c1=O	-5	41	2	-7	1	1.0	43	0.8	0.2
O=S(=O)(c1ccc(Cl)cc1)N1CCN(c2ncccn2)CC1	-11	1	0	-7	-1	1.4	-5	0.0	0.4
CCOc1cccc(C(=O)Nc2cccc(-c3nc4ncccc4o3)c2C)c1	-6	-2	-16	-14	18	1.2	14	-2.5	-0.6

Two successive compounds out of the list so far, for reference:
SMILES	NPY2 pot ag	EP2 mod	NPY-Y1 PAM-ag	S1P4 antagonist	NPY-Y1 antag	TRPN1 ag	CHOP inh	S1P4 agonist	TRPML3 agonist
Cc1cc(C)c2cc(CNC3CCCC3)c(Cl)nc2c1	9	-16	12	-13	2	2.5	33	0.3	1.1
O=C(Nc1cc(S(=O)(=O)N2CCOCC2)ccc1N1CCCCC1)c1cc(-c2ccccn2)nc2ccccc12	13	-22	26	-6	5	0.1	-54	2.4	0.6

The list continues:
SMILES	NPY2 pot ag	EP2 mod	NPY-Y1 PAM-ag	S1P4 antagonist	NPY-Y1 antag	TRPN1 ag	CHOP inh	S1P4 agonist	TRPML3 agonist
CN1c2ccccc2C(O)=C(C(=S)Nc2ccc(Cl)cc2)S1(=O)=O	1	8	20	-4	-3	5.2	-3	-4.8	2.3
CS(=O)(=O)Nc1ccc(C(=O)N2CCc3ccccc3C2)cc1	-20	-3	-5	9	-3	0.7	23	-0.7	0.5
O=C(Cn1c2ccccc2c(=O)c2ccccc21)Nc1cccc(F)c1	5	14	-18	-11	-1	0.2	77*	3.2	0.3
Cc1cc(-c2nn(-c3ccccc3F)cc2CNCCc2cnc[nH]2)c(C)s1	-22	-8	7	-2	14	1.2	-1	1.0	0.1
O=C(Nc1ccc(Cl)cc1)N1CCCN(Cc2ccccc2F)C1	5	-28	15	-1	-5	1.0	22	2.3	1.3
O=S(=O)(c1ccccc1)c1cnn2c(C(F)(F)F)cc(-c3ccccc3)nc12	4	6	9	-9	11	-0.3	12	-0.9	0.0
COc1ccccc1OCC(=O)N/N=C/C=C/c1ccc([N+](=O)[O-])o1	2	-41	36	-8	-5	-1.6	7	0.9	1.1
O=C(Nc1ccc(N2CCN(C(=O)c3ccco3)CC2)c(Cl)c1)c1cc2ccccc2o1	-9	15	-43	8	-1	3.4	/	-0.7	1.5
Cc1ccc(C)c(NC(=O)C2CCCN2C(=O)OC(C)(C)C)c1 (stereo not given)	7	24&8	2	1	9	-1.2	-199	-0.3	0.3
O=C(Nc1ccncc1)C1(c2ccccc2)CCCC1	8	-5	7	-6	-1	1.2	-3	0.3	0.9
COC(CNC(=O)c1ccc(N2CCCC2=O)cc1)OC	-1	22	-4	-2	3	-0.1	0	1.4	0.6
CCN(C(=O)CSc1nc2cc(C(F)(F)F)ccc2n1Cc1ccccc1)C1CCS(=O)(=O)C1 (stereo not given)	-2	-9	-16	-18	-1	-0.4	21	-0.4	0.6
CCOc1cc(S(=O)(=O)N2CCN(c3ccc(F)cc3)CC2)c(OCC)cc1-n1cnnn1	13	-3&13	-9	-33	-5	-0.3	-9	-0.3	0.2
Cc1cc(C)nc(-n2ncc3c2CC(c2ccc(C(C)C)cc2)CC3=O)n1 (stereo not given)	-23	8	-41	-21	8	-0.6	27	-0.7	-0.3
CCN(CC)S(=O)(=O)c1ccc(NC(=O)COc2c(OC)cccc2OC)cc1	15	7	0	-20	5	7.9	44	-3.3	8.3
COc1ccc(-c2nnc(SCC(=O)Nc3ccc4c(c3)OCCO4)n2N)cc1OC	0	-6	-9	-9	4	0.6	9	0.3	-0.3
Cc1ccc(N2CS(=O)(=O)/C(=C/N(C)C)C2=O)cc1	-4	-6	0	-28	-2	0.1	-25	1.3	1.1
C/C(=N\NC(=O)c1ccc(Cl)c(Cl)c1)c1ccc(Br)s1	13	3	7	-6	1	0.0	67	1.1	1.0
CC(C)NC(=O)NC1C2CC3CC(C2)CC1C3 (stereo not given)	-2	19	-19	-8	-5	-1.0	6	-1.4	0.6
CN(C)CCC1Sc2ccccc2Oc2ccccc21 (stereo not given)	-18	-5	-41	25	27*	-0.1	35	-1.5	1.0
CCOC(=O)/C=C(C)\C=C\c1c[nH]c2ccccc12	-5	-16	-28	4	/	0.9	41	-0.2	0.0
O=C(COC(=O)c1c(F)cccc1F)Nc1ccc2[nH]c(=O)[nH]c2c1	7	-7	2	-4	-2	0.4	9	2.1	0.1
COc1ccc(S(=O)(=O)NCc2ccc(C(=O)N3CCN(c4ccccn4)CC3)cc2)cc1	7	-3	-3	-25	6	2.8	-19	0.8	2.0
O=C1CCc2cc(S(=O)(=O)NC(Cc3ccccc3)C(=O)NC3CCCCC3)ccc2N1 (stereo not given)	10	15	3	8	2	0.2	29	0.3	0.5
O=C1c2cccc3cccc(c23)C(=O)N1CCCCCc1n[nH]c(=S)o1	-13	17	-6	-18	5	3.1	8	0.4	0.4
CCN(CC)c1ccc(NC(=O)CCCOc2cccc(C)c2)cc1	-6	-62	-1	-13	9	0.1	-5	3.4	-0.1
Cn1cnnc1SCC(=O)OCN1C(=O)c2ccccc2C1=O	1	22	3	-6	0	-0.1	8	-0.4	0.2
CO/N=C\CC(=O)Nc1ccc(F)cc1	2	-17	3	3	-3	-0.2	-28	-2.2	1.1
N=C1C(c2nc3ccccc3c(=O)[nH]2)=C(O)CN1CCc1ccccc1	-1	-1	-16	-22	2	0.6	3	0.6	0.0
CC(Oc1cc(C(F)(F)F)cc(C(F)(F)F)c1)C(=O)NC(N)=O (stereo not given)	24	-6	49*	0	-13	-1.3	19	-1.2	-0.7
Cc1cccc(C)c1NC1=NC(=S)N(c2ccc(N(C)C)cc2)C1(C)C	-3	-2	17	1	1	-0.9	-11	1.0	0.5
Cc1ccc2oc3nc(C)c(C(=O)Nc4cccc(C(F)(F)F)c4)cc3c(=O)c2c1	-7	27	1	-1	9	-0.5	29	2.6	0.5
COC(=O)NCC(c1ccco1)N1CCN(c2ccccc2)CC1 (stereo not given)	10	-30	4	-4	1	-1.0	-18	0.3	-0.2
O=C(CSCC(=O)N1CCOCC1)Nc1nc(-c2ccc3c(c2)OCO3)cs1	-5	8	-13	1	6	3.6	34	-1.1	1.8
CCNC(=O)NC(=O)C(C)OC(=O)c1oc2ccc(OC)cc2c1C (stereo not given)	-20	-36	-27	1	-3	1.1	40	1.9	0.9
S=C(NC1CCCCC1)NN(c1ccccc1)c1ccccc1	-14	42	-31	-1	6	-2.7	21	2.8	-1.0
CC(=O)NC(Cc1cc(C)ccc1C)C(=O)N1CCN(C(=O)c2ccc(Br)cc2)CC1 (stereo not given)	-6	-40	23	15	-2	1.8	11	0.7	0.5
c1csc(CNCc2ccncc2)c1	8	2	3	-9	6	0.9	4	1.7	1.0

Gathered by group, the compounds so far containing a Cl atom.
SMILES	NPY2 pot ag	EP2 mod	NPY-Y1 PAM-ag	S1P4 antagonist	NPY-Y1 antag	TRPN1 ag	CHOP inh	S1P4 agonist	TRPML3 agonist
NC(=O)c1ccc(-n2nnnc2SCC(=O)Nc2ccc(N3CCOCC3)c(Cl)c2)cc1	-9	-13	3	-19	0	0.8	3	-2.1	1.0
Cc1cc(C)c2cc(CNC3CCCC3)c(Cl)nc2c1	9	-16	12	-13	2	2.5	33	0.3	1.1
O=S(=O)(c1ccc(Cl)cc1)N1CCN(c2ncccn2)CC1	-11	1	0	-7	-1	1.4	-5	0.0	0.4
CN1c2ccccc2C(O)=C(C(=S)Nc2ccc(Cl)cc2)S1(=O)=O	1	8	20	-4	-3	5.2	-3	-4.8	2.3
O=C(Nc1ccc(Cl)cc1)N1CCCN(Cc2ccccc2F)C1	5	-28	15	-1	-5	1.0	22	2.3	1.3
O=C(Nc1ccc(N2CCN(C(=O)c3ccco3)CC2)c(Cl)c1)c1cc2ccccc2o1	-9	15	-43	8	-1	3.4	/	-0.7	1.5
C/C(=N\NC(=O)c1ccc(Cl)c(Cl)c1)c1ccc(Br)s1	13	3	7	-6	1	0.0	67	1.1	1.0
